Screens: PubChem BioAssay, National Center for Advancing Translational Sciences (NCATS)
ALOX15 inhib = qHTS Assay for Inhibitors of 15-hLO (15-human lipoxygenase); Potency, µM (top dose mostly 57.1 µM), for the others: at the highest dose activity change, negative = inhibition, usual class: inhibitors; actives 1.4% (n = 74,000); Polyunsaturated fatty acid lipoxygenase ALOX15 (Homo sapiens), P16050; purified 15hLO-1, xylenol orange hydroperoxide absorbance; also: potency is read from the fitted curve at half-maximal effect; % is scaled to controls: 0 for no effect and ±100 for the full control effect; nearly all actives have a fitted effect of over 55% in size
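Compounds were preincubated 15 min at room temperature with 40 nM purified human enzyme (25 mM Hepes pH 7.5, 0.01% Triton X-100); 50 uM arachidonic acid reacted 6 min. Fe-xylenol orange detection, 30 min, absorbance ratio 573/405 nm.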
Tau filament bind = qHTS Assay for Tau Filament Binding. Microtubule-associated protein tau (Homo sapiens), P10636. recombinant tau filaments, thioflavin S fluorescence, 15 h; filaments grown with octadecylsulfate alongside compound. Potency, µM (titrated, usually from 57.1 µM), for the others: at the top dose activity change, negative = inhibition. actives 2% (n = 71,000). AID 596, 2007;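 also: potency is read from the fitted curve at half-maximal effect; % is scaled to controls: 0 for no effect and ±100 for the full control effect; actives lower thioflavin S fluorescence by blocking filaments or displacing dye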
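His-tagged recombinant human tau (exons 2, 3 and 10 included), 1 uM, was induced to fibrillize by 30 uM sodium octadecylsulfate with compound present. After 15 h at 37 C, thioflavine S fluorescence (ex 450, em 510 nm) was read.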
Pol III holo inh = qHTS Assay for Inhibitors of DNA Polymerase III Holoenzyme System; reconstituted DNA polymerase III holoenzyme replication, biochemical; actives 0.25% (n = 71,000); Potency, µM (series often up to 57.1 µM), inactives show top-dose activity change, negative = inhibition; also: potency is read from the fitted curve at half-maximal effect; % is scaled to controls: 0 for no effect and ±100 for the full control effect
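Reconstituted *E. coli* holoenzyme (0.35 nM Pol III, 1 nM beta, 154 nM SSB, 2 nM primase) was preincubated with compound for 15 min at RT. Synthesis on 1.4 nM ssM13Gori ran 35 min, then was stopped with PicoGreen/EDTA and read as dsDNA fluorescence.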
HEK293 cAMP cs = qHTS Assay for Agonists of the Thyroid Stimulating Hormone Receptor: Activators of Intracellular cAMP Concentrations in Parental HEK 293. Potency, µM (doses to about 57.1 µM), for inactives: top-dose activation, most hits filed as activators. parental HEK293 CNG cAMP sensor, membrane potential fluorescence. actives 2.5% (n = 73,000); also: potency is read from the fitted curve at half-maximal effect; % of control where 0% means no effect; nearly all actives have a fitted effect of over 55% in size
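Parental HEK 293 cells stably expressing a modified CNG channel (no TSHR) report cAMP rise as membrane depolarization. Membrane potential dye with 100 uM RO 20-1724 was loaded for 60 min at room temperature, then compound added for 30 min; fluorescence read at 590 nm.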
Caspase-1 inhib = qHTS Assay for Allosteric/Competitive Inhibitors of Caspase-1; P29466; Caspase-1 enzyme, Ac-WEHD-AFC fluorogenic rate; Potency, µM (doses to about 57.5 µM), without a hit: top-dose activity change, negative = inhibition, actives largely listed as inhibitors; actives 0.03% (n = 75,000);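 also: potency is read from the fitted curve at half-maximal effect; plate controls were vehicle for no effect and no substrate for full effect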
Target sequence (P29466 120-297 limits assumed): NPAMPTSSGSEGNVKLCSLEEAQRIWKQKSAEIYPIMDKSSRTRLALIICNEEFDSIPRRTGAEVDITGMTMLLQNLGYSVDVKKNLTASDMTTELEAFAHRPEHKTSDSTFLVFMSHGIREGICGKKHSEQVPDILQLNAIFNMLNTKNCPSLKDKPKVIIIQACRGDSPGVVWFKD
Target sequence (P29466 317-404 limits assumed): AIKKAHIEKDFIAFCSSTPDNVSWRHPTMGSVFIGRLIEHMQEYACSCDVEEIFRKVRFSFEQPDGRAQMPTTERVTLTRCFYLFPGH
BRCT PPI red = qHTS Assay for Inhibitors of BRCT-Phosphoprotein Interaction (Red Fluorophore). actives 0.03% (n = 75,000). Breast cancer type 1 susceptibility protein (Homo sapiens), P38398. Potency, µM (doses to about 76.9 µM), without a hit: top-dose activity change, negative = inhibition, usual class: inhibitors. BRCT-phosphopeptide binding, red fluorescence polarization; also: % is scaled to controls: 0 for no effect and ±100 for the full control effect
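Fluorescence polarization: 100 nM His-tagged BRCA1 BRCT with 100 nM TAMRA-labelled phospho-BACH1 decapeptide, phosphate buffer pH 7.3 with 150 mM NaCl, DTT, 0.01% Tween 20; 12 min RT. Binding inhibition seen as FP decrease.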
HADH2 inh = qHTS Assay for Inhibitors of HADH2 (Hydroxyacyl-Coenzyme A Dehydrogenase, Type II) | 3-hydroxyacyl-CoA dehydrogenase type-2 (Homo sapiens), Q99714 | recombinant HADH2, NADH fluorescence, beta-hydroxybutyryl-CoA | Potency, µM (highest dose often 57.1 µM), for inactives: top-dose activity change, negative = inhibition, most hits filed as inhibitors | actives 3.4% (n = 73,000); also: potency is read from the fitted curve at half-maximal effect; % is scaled to controls: 0 for no effect and ±100 for the full control effect; nearly all actives have a fitted effect of over 60% in size; many of its hits are not listed in these tables
Target sequence (Q99714 whole entry, looked up, one chain of several): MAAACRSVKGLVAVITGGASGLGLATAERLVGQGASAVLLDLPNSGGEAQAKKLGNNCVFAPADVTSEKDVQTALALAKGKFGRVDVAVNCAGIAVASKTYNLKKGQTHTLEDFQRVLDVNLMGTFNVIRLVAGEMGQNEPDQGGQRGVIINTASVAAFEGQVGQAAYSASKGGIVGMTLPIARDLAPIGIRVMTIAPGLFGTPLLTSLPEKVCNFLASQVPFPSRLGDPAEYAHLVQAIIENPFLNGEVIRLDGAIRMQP
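Activity measured as NADH fluorescence gain (360/450 nm), taken as the change between first and last reads of a 4-min kinetic run. Conditions: pH 9.0 Tris buffer, 20 nM E. coli-expressed His-tagged enzyme, 1 mM NAD+, 90 uM beta-hydroxybutyryl-CoA; 15-min compound preincubation.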
Rhodamine autofl = qHTS Assay for Spectroscopic Profiling in Rhodamine Spectral Region; AID 594, 2007; Rhodamine-region fluorescence, 547/598 nm, Tris buffer; hits give high values; actives 0.05% (n = 59,000); max dye-equivalent concentration, M; in the data active = max dye-equivalent concentration above about 11 nM; inconclusive = between about 1.1 nM and that limit
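Compound fluorescence in 100 mM Tris, pH 8.0, read after 15 min at room temperature with 547 nm excitation and 598 nm emission. Output is dye-equivalent concentration from an on-plate rhodamine standard series.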
Casp7 inh = qHTS Assay for Allosteric/Competitive Inhibitors of Caspase-7; P55210; recombinant caspase-7, Ac-DEVD-AFC fluorescence rate; Potency, µM (doses to about 57.5 µM), without a hit: at the highest dose activity change, negative = inhibition, actives largely listed as inhibitors; actives 0.02% (n = 75,000); AID 889, 2007; active = well fitted inhibition curve with a large enough effect in the main read-out, with a control signal flat, not every such curve was filed as active; inconclusive = small, poorly fitted or top-dose-only effect, or a change in a side signal; also: potency is read from the fitted curve at half-maximal effect; % of control where 0% means no effect
Target sequence (P55210 24-198 limits assumed): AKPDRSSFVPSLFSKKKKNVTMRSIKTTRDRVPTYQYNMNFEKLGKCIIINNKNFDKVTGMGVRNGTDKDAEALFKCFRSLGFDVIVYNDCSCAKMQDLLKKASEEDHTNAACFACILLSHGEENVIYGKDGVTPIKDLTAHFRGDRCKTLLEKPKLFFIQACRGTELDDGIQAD
Target sequence (P55210 207-303 limits assumed): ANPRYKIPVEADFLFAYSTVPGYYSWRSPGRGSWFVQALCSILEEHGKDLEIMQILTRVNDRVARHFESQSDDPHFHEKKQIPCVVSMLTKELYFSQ
BRCT inh green = qHTS Assay for Inhibitors of BRCT-Phosphoprotein Interaction (Green Fluorophore); Breast cancer type 1 susceptibility protein (Homo sapiens), P38398; BRCA1 BRCT-phosphopeptide binding, green fluorescence polarization; AID 875, 2007; actives 0.05% (n = 75,000); Potency, µM (series often up to 76.9 µM), for the others: at the highest dose activity change, negative = inhibition, hits mostly inhibitors;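 also: potency is read from the fitted curve at half-maximal effect; plate controls were peptide without protein for full effect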
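Compounds were incubated for 12 min at room temperature with a complex of 100 nM fluorescein-tagged pBACH1 decapeptide and 250 nM His-tagged BRCT protein. Buffer was phosphate pH 7.3 with EDTA, DTT and Tween 20. Disruption of binding lowers the polarization signal.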
USP2a inh = qHTS Assay for Inhibitors of Ubiquitin-specific Protease USP2a; actives 0.1% (n = 60,000); USP2a enzymatic assay, qHTS inhibition; AID 927, 2007; Ubiquitin carboxyl-terminal hydrolase 2 (Homo sapiens), O75604; Potency, µM (titrated, usually from 38.3 µM), inactives show at the highest dose activity change, negative = inhibition, most hits filed as inhibitors;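 also: potency is read from the fitted curve at half-maximal effect; nearly all actives have a fitted effect of over 60% in size; plate controls were DMSO for no effect and NEM full inhibition control for full effect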
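Coupled readout: USP2-cleaved Ub-PLA2 (20nM final) turns over NBD C6-HPC (20uM final), Ex 460nm/Em 535nm after 2.5 h, time-zero read flagging artifacts. Enzyme (20nM final, pH 8.0 Tris) given 30 min RT with compound first; NEM defines full inhibition.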
Starred values were filed as active, the others as inactive; i = inactive; ? = inconclusive; . = no result given; & = joins results of further samples; [ ] = remark or other dose. Unless noted, calls follow the shape of the dose curve; as a rule, active = well fitted curve in the direction sought with a large enough effect; inconclusive = small, poorly fitted or top-dose-only effect, or another doubt; inactive = no such curve, though single readings can be large; an effect the other way counts as inactive or inconclusive. Some of the compounds tested. The share of hits here may be higher or lower than overall.

SMILES	ALOX15 inhib	Tau filament bind	Pol III holo inh	HEK293 cAMP cs	Caspase-1 inhib	BRCT PPI red	HADH2 inh	Rhodamine autofl	Casp7 inh	BRCT inh green	USP2a inh
CCCCc1ccc2[nH]cc(CCN)c2c1	-6%	16µM*	-2%	-2%	-1%	0.3%	13%	i	2%	-3.6%	-8%
COc1cccc(N2CCN(Cc3cccc(Cl)c3)CC2)c1	-7%	?	0%	13%	-3%	-0.7%	-13%	.	-4%	0.0%	-4%
FC(F)(F)c1cccc(N2CCNCC2)c1	-9%	.	.	.	0%	2.3%	.	.	1%	-0.3%	-18%
O=C(CC[N+](=O)[O-])OCC1OC(O)C(OC(=O)CC[N+](=O)[O-])[C@@H](OC(=O)CC[N+](=O)[O-])C1OC(=O)CC[N+](=O)[O-] (stereo not given in full)	-5%	.	.	.	1%	1.5%	.	.	0%	-2.2%	-9%
c1ccc2c(c1)CNc1ccccc1O2	-57%	-15%	-2%	-15%	-1%	-0.9%	3%	i	1%	0.5%	19%
O=C(CCl)c1ccc(Cl)cc1Cl	-17%	-4%	0%	20%	-1%	-1.8%	1%	.	0%	0.3%	.
CN(CC1COc2ccccc2O1)c1nc(-c2cccnc2)nc2ccccc12 (stereo not given)	-29%	58%	-4%	25µM*	-5%	-5.1%	4%	i	-2%	2.9%	?
ClC(Cl)=C(Cl)C(Cl)=C(Cl)Cl	-3%	-4%	-4%	0%	-1%	0.3%	-1%	.	-4%	-1.2%	.
C[C@H](N)Cc1c[nH]c2ccc(O)cc12	11%[25.6 µM]	?	-8%&-3%	4%&-16%	-1%&-1%	0.0%&3.1%	2%&13%	i	-1%&2%	0.0%&-3.9%	-1%
CCCCn1c(O)c(C(C)=NCCCN(CC)CC)c(=O)[nH]c1=O	-4%	4%	1%	9%	0%	0.6%	-9%	i	0%	-1.7%	-1%
CCCCC(=O)Cl	0%	1%	-2%	22%	-3%	1.9%	-6%	.	0%	-1.9%	.
CCCCCCCCCCCC[N+](C)(C)CCOc1ccccc1	-28%	?	-10%	24%	-4%	-3.9%	-19%	.	-6%	1.5%	.
COC(=O)[C@@H]1c2cc3c(c(O)c2[C@@H](O)C[C@]1(C)O)C(=O)c1c(O)cc2c(c1C3=O)O[C@H]1O[C@@]2(C)[C@@H](O)[C@H](N(C)C)[C@H]1O	?	-18%[11.4 µM]	-8%[11.4 µM]	0%[11.4 µM]	-5%[11.5 µM]	-1.9%[15.4 µM]	4%[11.4 µM]	i	-7%[11.5 µM]	0.7%[15.4 µM]	.
Cc1ccc(Cl)cc1-n1c(O)c(C=NCCCN2CCOCC2)c(=O)[nH]c1=O	-1%	-5%	-2%	3%	-7%	0.2%	7%	i	-12%	-0.3%	0%
C[N+]1([O-])[C@@H]2CC[C@H]1CC(OC(=O)[C@@H](CO)c1ccccc1)C2 (stereo not given in full)	7%[25.6 µM]	-9%[25.6 µM]	-3%[25.6 µM]	7%[25.6 µM]	-2%[25.7 µM]	-0.9%[34.4 µM]	4%[25.6 µM]	i	1%[25.7 µM]	-1.2%[34.4 µM]	-14%[17.1 µM]
O=C(Cn1c2c(c(-c3ccccc3Cl)cc1=O)CCC2)N1CCC2(CC1)OCCO2	0%	-6%	0%	14%	-1%	-0.9%	-25%	i	-1%	-5.0%	28%
Cc1cccnc1-n1c(-c2ccco2)nc2ccccc2c1=O	9%	-10%	-1%	2%	0%	0.3%	-13%	.	-1%	-1.5%	2%
CCN(CC)CCCN=Cc1c(O)n(CCc2ccc(F)cc2)c(=O)[nH]c1=O	4%	25%	-1%	7%	-4%	-0.2%	17%	i	0%	0.5%	4%
Cl/C=C/Cl	-5%	0%	2%	21%	0%	2.0%	-5%	.	2%	-1.6%	.
Clc1ccc(C(c2ccc(Cl)cc2)C(Cl)(Cl)Cl)cc1	-11%	0%	5%	?	-3%	-2.2%	-4%	.	0%	1.2%	-6%
Cc1c(C(=O)N2CCC3(CC2)OCCO3)oc2ccc(S(=O)(=O)N3CCOCC3)cc12	3%	-10%	3%	-1%	1%	-0.2%	9%	i	0%	-5.2%	6%
C=C[C@@H]1CN2CC[C@H]1C[C@H]2[C@H](O)c1ccnc2ccccc12	2%[11.4 µM]	2%[11.4 µM]	-6%[11.4 µM]	-6%[11.4 µM]	0%[11.5 µM]	-1.4%[15.4 µM]	9%[11.4 µM]	i	0%[11.5 µM]	-0.9%[15.4 µM]	.
CCOC(=O)C1C(=O)NC2(C)CC1c1cc(OC)ccc1O2 (stereo not given)	4%	-3%	-3%	-3%	1%	0.1%	5%	i	-1%	0.3%	8%
O=C(CCN1CCOCC1)NCC(=O)Nc1ccc(Br)cc1C(=O)c1ccccc1	0%	-20%	1%	9%	-1%	0.9%	4%	i	8%	-2.3%	1%
CC(=O)Nc1nnc(SCC(=O)NCCOc2ccccc2)s1	?	-8%	-3%	3%	0%	-1.6%	-7%	.	2%	-2.7%	7.9µM*
NC(N)=NOCC[C@H](N)C(=O)O	?	?	-6%	?	-1%	-4.5%	-1%	i	3%	-0.1%	-11%[17.1 µM]
C[C@@H]1C[C@@H]([C@H](O)CC2CC(=O)NC(=O)C2)C(=O)[C@@H](C)C1	6%[25.6 µM]	-4%&17%	8%&2%	4%&7%	-2%&0%	0.1%&0.1%	10%&3%	.	-1%&1%	0.4%&0.7%	.
CC(=O)OC1C[C@H](O[C@@H]2C(O)C[C@H](O[C@@H]3C(O)C[C@@H](OC4CC[C@]5(C)C(CCC6C5CC(O)[C@@]5(C)C(C7=CC(=O)OC7)CC[C@@]65O)C4)OC3C)OC2C)O[C@H](C)[C@H]1O[C@H]1OC(CO)C(O)C(O)C1O (stereo not given in full)	3%	.	.	.	1%	1.0%	.	.	2%	-1.5%[3.08 µM]	22%
O=C(c1csc2c1CCCCC2)N1CCC2(CC1)OCCO2	0%	-3%	2%	4%	-1%	-0.4%	2%	i	-2%	-1.7%	-3%
ClCCBr	-3%	-12%	-1%	17%	-2%	1.1%	-7%	.	0%	-2.4%	.
c1cncc([C@H]2CCCCN2)c1	13%[25.6 µM]	?	-6%	11%	2%	0.5%	-8%	i	4%	-7.0%	.
CC(C)c1cccc(O)c(=O)c1	?	.	.	.	-1%	-3.8%	.	.	-1%	-0.9%[3.08 µM]	-2%
CN(CCC(=O)O)C1=Nc2ccc(Cl)cc2C(c2ccccc2)=[N+]([O-])C1	2%[11.4 µM]	-4%[11.4 µM]	-12%[11.4 µM]	-4%[11.4 µM]	2%[11.5 µM]	-1.3%[15.4 µM]	7%[11.4 µM]	i	-2%[11.5 µM]	-0.5%[15.4 µM]	.
CC(C)=CCCC1(C)C=Cc2c(O)c3c(c(CC=C(C)C)c2O1)OC12C(CC4CC1C(C)(C)OC2(C/C=C(/C)C(=O)O)C4O)C3=O (stereo not given)	?	.	.	.	-5%	0.7%	.	.	-12%	-1.0%[3.08 µM]	51%[activator]
C=CCn1c(O)c(C(C)=NCCCO)c(=O)[nH]c1=O	8%	-4%	1%	1%	1%	-1.1%	8%	i	1%	-4.5%	-7%
O=C(Nc1ccccc1)N1CCCC2(CCN(C(=O)Oc3ccccc3)CC2)C1	5%	-6%	0%	-2%	1%	-3.5%	-3%	i	-1%	-3.0%	65%[activator]
c1ccc(Nc2ccc3ccccc3c2)cc1	-8%	-17%	-2%	21%	-4%	-1.8%	41%[activator]	.	-4%	0.6%	.
C[C@](N)(CCP(=O)(O)O)C(=O)O	-16%[25.6 µM]	?	-1%	2%	2%	-1.5%	-3%	.	0%	0.4%	.
